NPR1 activator = GC-A (human) enzyme activation | P16066 | HEK293 GC-A cells, cGMP TR-FRET, EC30 ANP; 0% at EC30 ANP, 100% saturating ANP | activation, % at 10 µM | 370,000 compounds, 0.14% hits | AID 1671463; in the data active means activation above about 40%
DDE Tn6 FP inh = disrupts Tn6 cyclic peptide binding to fibrin D-Dimer-E complex. P02675. Fibrin DD(E) TRITC-Tn6 fluorescence polarization displacement. inhibition, % at 8.3 µM. 370,000 compounds, 0.21% hits. AID 720509;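 active means inhibition above a per-campaign cutoff: mean of compounds within control limits plus 3 SD, cut at about 15% in these data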;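 further: 0% = median of all compound wells on the plate and 100% = blocking peptide control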
Target sequence (P02675 whole entry, looked up): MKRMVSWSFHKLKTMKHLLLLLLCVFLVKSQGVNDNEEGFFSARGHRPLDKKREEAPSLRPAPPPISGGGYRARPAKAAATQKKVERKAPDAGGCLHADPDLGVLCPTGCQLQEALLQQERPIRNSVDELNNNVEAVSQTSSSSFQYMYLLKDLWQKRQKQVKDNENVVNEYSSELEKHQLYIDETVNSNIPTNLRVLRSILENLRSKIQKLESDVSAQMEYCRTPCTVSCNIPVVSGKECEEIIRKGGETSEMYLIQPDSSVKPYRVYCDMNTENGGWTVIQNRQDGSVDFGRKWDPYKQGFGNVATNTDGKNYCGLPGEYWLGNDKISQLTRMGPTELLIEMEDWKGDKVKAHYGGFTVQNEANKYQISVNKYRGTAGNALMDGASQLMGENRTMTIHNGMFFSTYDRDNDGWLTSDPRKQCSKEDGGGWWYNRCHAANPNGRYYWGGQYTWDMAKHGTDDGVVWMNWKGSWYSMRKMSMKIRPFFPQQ
ADAM10 inh = ADAM10 inhibition, QFRET primary screen; inhibition, % at 7 µM; 370,000 compounds, 0.62% hits; recombinant ADAM10, EDANS/DABCYL FRET peptide cleavage, 3 h; O14672; AID 720582;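 active means inhibition above a per-campaign cutoff equal to the mean of compounds falling between control-based bounds plus 3 SD, cut at about 20% in these data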;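 further: 0% = DMSO wells while the 100% control is not disclosed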
HGIII-sPLA2 inh = Inhibits HGIII-sPLA2 liposome hydrolysis, primary screen; Q9NZ20; 370,000 compounds, 0.56% hits; inhibition, % at 12.2 µM; QFRET BODIPY PC-A2 liposome hydrolysis, fluorescence; AID 743126;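 active means inhibition above mean plus 3 SD of compounds lying within the high and low control bounds, cut at about 19% in these data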;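 further: 0% = median of test compound wells and 100% = no enzyme DMSO wells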
ASAP1 inh = inhibitors of human ASAP1 ArfGAP activity. Q9ULH1. ASAP1-stimulated ARF1 GTP hydrolysis, GDP FP detection. inhibition, % at 16.5 µM. 360,000 compounds, 0.19% hits; in the data active means inhibition above about 25%;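 further: 0% = vehicle with enzyme and substrate and 100% = no enzyme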
Target sequence (Q9ULH1 325-724 limits assumed): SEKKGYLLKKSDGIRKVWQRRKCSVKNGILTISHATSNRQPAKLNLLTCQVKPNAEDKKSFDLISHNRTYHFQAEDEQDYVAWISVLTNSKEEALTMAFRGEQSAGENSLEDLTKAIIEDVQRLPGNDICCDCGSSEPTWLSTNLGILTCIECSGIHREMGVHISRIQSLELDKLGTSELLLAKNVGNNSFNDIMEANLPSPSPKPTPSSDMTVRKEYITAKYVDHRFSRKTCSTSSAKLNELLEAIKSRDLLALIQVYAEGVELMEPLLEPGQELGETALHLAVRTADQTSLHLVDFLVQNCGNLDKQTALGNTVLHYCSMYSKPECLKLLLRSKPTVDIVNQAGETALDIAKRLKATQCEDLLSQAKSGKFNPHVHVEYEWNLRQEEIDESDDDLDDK
GAA850 FXN act = frataxin GAA850 promoter activation. HEK293 lucGAA850 FXN promoter luciferase reporter, 24 h; percent of 10 µM SAHA response. activation, % at 6 µM. 360,000 compounds, 0.56% hits. AID 540364;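 active means activation above the average of all compounds screened plus 3 SD, cutoff fixed separately per campaign, cut at about 7.5% in these data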;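 further: 0% = DMSO wells and 100% = 10 µM SAHA wells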
GC-B act = GC-B (human) receptor activation | P20594 | HEK293-GC-B cells, CNP EC30, cGMP TR-FRET; 0% at EC30 CNP, 100% saturating CNP | activation, % at 10 µM | 370,000 compounds, 0.11% hits | AID 1920062;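 active means activation at 10 µM reaching about 35% in either raw or pattern-adjusted values, limit read from the data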
ARFGAP1 inh = rat ARFGAP1 inhibition. Q62848. Arfgap1-stimulated ARF1 GTP hydrolysis, GDP FP detection. inhibition, % at 16.5 µM. 360,000 compounds, 0.26% hits;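 active means inhibition above a per-plate limit, mean inhibition of low control wells plus 3 SD, cut at about 25% in these data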;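 further: 0% = DMSO wells with enzyme and 100% = wells lacking Arfgap1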
Target sequence (Q62848 1-136 limits assumed): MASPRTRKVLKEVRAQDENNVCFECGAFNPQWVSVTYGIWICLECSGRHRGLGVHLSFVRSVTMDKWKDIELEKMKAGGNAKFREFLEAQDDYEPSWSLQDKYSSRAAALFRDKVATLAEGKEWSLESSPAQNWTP
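System: truncated rat Arfgap1 GAP domain / Medium: HEPES-based buffer, pH 7.5 / Also added: N-terminally truncated human ARF1-GTP substrate / Incubation: enzyme reaction 120 min at 25 °C after 20 min preincubation / Measured by: FP of antibody-bound GDP Alexa 633 tracer, ex 620/em 688 nm / Replicates: singlicate, each compound tested once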
rCAG RNA binder = binds r(CAG) RNA repeats; r(CAG) RNA repeat, TO-PRO-1 dye displacement fluorescence; inhibition, % at 3 µM; 370,000 compounds, 1.3% hits; AID 651821;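 active means inhibition above the plate cutoff, the mean of all test compounds on that plate plus 3 SD, cut at about 35% in these data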;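 further: 0% = DMSO alone and 100% = 100 µM mitoxantrone as full dye displacement; higher means more dye released from RNA so lower well fluorescence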
proKLK7 act = activators of human kallikrein-7 zymogen. purified proKLK7, EDANS-DABCYL substrate fluorescence; 100% is mature enzyme control, 0% vehicle. activation, % at 7 µM. 370,000 compounds, 0.9% hits. AID 652039;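 active means activation above the mean of all tested compounds plus 3 SD, computed per campaign excluding outliers beyond control limits, cut at about 13% in these data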
Numbers without * were called inactive; i = inactive.

SMILES | NPR1 activator | DDE Tn6 FP inh | ADAM10 inh | HGIII-sPLA2 inh | ASAP1 inh | GAA850 FXN act | GC-B act | ARFGAP1 inh | rCAG RNA binder | proKLK7 act
O=c1c(-n2cncn2)c[nH]n1-c1cccc(Cl)n1 | 1.4 | -4.2 | -4.4 | 13.7 | -6.5 | 0.3 | -2.0 | -2.5 | 2.4 | -0.2
CC(C)(C)NS(=O)(=O)c1ccc(OCC(=O)NCC2CCCO2)cc1 (stereo not given) | 2.4 | -5.9 | -6.9 | 8.6 | -2.2 | 0.7 | 3.4 | 5.7 | -7.9 | -0.2
CCOc1ccccc1NC(=O)COC(=O)C(Cc1ccccc1)NC(=O)c1ccco1 (stereo not given) | -5.8 | 9.9 | -4.6 | -2.7 | -12.2 | 0.8 | -0.6 | 1.1 | 0.1 | 0.5
COc1cccc(CC(=O)NN2C(=O)NC3(CCCCC3)C2=O)c1 | -1.2 | 0.3 | -8.1 | 3.6 | -7.4 | 1.3 | 2.1 | 4.2 | 4.0 | 0.4
CC(C)(O)c1cc(=O)sc2nc3ccccc3n12 | 1.2 | 3.0 | -5.0 | 1.3 | 1.3 | 5.4 | -0.7 | 6.8 | -0.1 | -0.7
CN(C)S(=O)(=O)n1cc(/C=C(\NC(=O)c2ccccc2F)C(=O)N2CCOCC2)c2ccccc21 | 1.5 | 3.1 | -2.7 | -1.8 | 8.4 | 2.7 | 1.5 | 3.8 | -0.7 | -0.1
CC(C)Cc1nc2sc3c(NCc4ccco4)ncnc3c2c2c1COC(C)(C)C2 | 34.4 | -1.8 | -8.5 | -0.2 | -0.9 | 3.9 | 15.0 | -0.2 | 5.4 | 0.3
CSc1nnc(-c2cccc(C)c2)n1N | 3.0 | -2.2 | 5.5 | -2.3 | -7.3 | 1.6 | 10.4 | -11.6 | 1.4 | 0.6
Cc1cccc(Nc2nnc(-c3ccc(C(=O)N4C[C@H]5C[C@H](C4)c4cccc(=O)n4C5)cc3)c3ccccc23)c1 | 3.8 | 5.9 | 1.8 | 0.3 | 11.5 | -0.7 | 4.5 | 8.2 | -0.4 | 0.0
Cc1cn([C@H]2C[C@H](O)[C@@H](CNC(=O)[C@H](N)Cc3cccnc3)O2)c(=O)[nH]c1=O | 3.3 | -1.5 | -4.5 | 10.7 | 1.0 | 0.2 | 3.5 | -4.4 | 2.6 | 0.5
Cc1ccc(NC(=O)C(C)OC(=O)Cn2cnc3ccccc3c2=O)cc1 (stereo not given) | 1.0 | 1.6 | 2.8 | 0.8 | 11.9 | 2.4 | -11.5 | -8.9 | -4.2 | 0.1
O=C(Nc1ccc(Cl)cc1Cl)c1ccc(Br)o1 | -2.1 | -5.7 | -1.6 | -1.9 | 13.9 | 4.9 | -2.5 | 4.1 | -2.0 | -0.6
C#CCNC(=O)C1=C[C@H](c2csc3ccccc23)C[C@H](OCc2ccc(CO)cc2)O1 | -6.7 | -2.1 | -8.7 | -2.5 | 16.8 | -0.5 | -0.5 | 5.1 | 7.1 | 0.8
CCn1cc(C(=O)NCCCOC)c(=O)c2cc(S(=O)(=O)N(C)C3CCCCC3)ccc21 | 1.4 | 0.1 | -10.7 | 1.7 | 5.3 | 4.2 | 2.5 | 5.3 | -1.6 | -0.1
CCCOC(=O)Cn1cnc2scc(-c3ccc(OC)cc3)c2c1=O | 0.6 | -11.0 | -9.9 | -4.9 | 5.2 | 0.2 | -1.1 | 2.3 | -3.9 | -0.3
Fc1ccc(NC(=S)N2CCCc3ccccc32)cc1 | -2.9 | -2.8 | 2.3 | 5.7 | -5.5 | 4.5 | 0.2 | -1.5 | 2.4 | 0.8
CN1C(=O)CC(N2CCN(CC(N)=O)CC2)C1=O (stereo not given) | 3.4 | 3.3 | -1.0 | -4.5 | -10.9 | 0.1 | 9.9 | 4.0 | 0.7 | 0.2
Cc1ccc2nc(NC(=O)COC(=O)c3ccccn3)sc2c1 | 2.8 | 0.1 | -8.0 | 4.0 | -1.4 | 2.9 | 6.3 | -4.2 | 1.4 | 0.1
O=C(Nc1c(Cl)cc(Cl)cc1C(=O)NCC1CCCO1)c1ccco1 (stereo not given) | -1.5 | -5.7 | -20.8 | 3.3 | -5.8 | 0.3 | 7.7 | -0.4 | 0.7 | 0.2
CNC(=S)NNC(=O)Cc1ccccc1 | -0.1 | -6.1 | 5.9 | 12.6 | 5.6 | 0.4 | 9.6 | -1.5 | -2.0 | -0.3

Part of the list above with just proKLK7 act and HGIII-sPLA2 inh.
Molecule | proKLK7 act | HGIII-sPLA2 inh
CCOc1ccccc1NC(=O)COC(=O)C(Cc1ccccc1)NC(=O)c1ccco1 (stereo not given) | 0.5 | -2.7
COc1cccc(CC(=O)NN2C(=O)NC3(CCCCC3)C2=O)c1 | 0.4 | 3.6

(listing goes on)
SMILES | NPR1 activator | DDE Tn6 FP inh | ADAM10 inh | HGIII-sPLA2 inh | ASAP1 inh | GAA850 FXN act | GC-B act | ARFGAP1 inh | rCAG RNA binder | proKLK7 act
CCOc1ccc(NS(=O)(=O)c2cnc(Cl)c(Cl)c2)cc1 | -4.8 | 0.2 | 3.4 | -20.3 | 0.3 | 0.7 | -1.2 | -4.0 | 5.1 | 0.2
Cc1ccsc1C(=O)OCC(=O)Nc1sccc1C(N)=O | 1.6 | 2.1 | 5.6 | 4.9 | 4.2 | 5.9 | 5.0 | 18.4 | 6.6 | -0.2
COc1ccc(O)c(CNn2c(-c3ccc(Br)cc3)nc3ccccc3c2=O)c1 | -13.0 | -1.6 | 11.8 | 4.5 | 15.6 | -1.0 | -17.3 | 12.8 | 0.2 | 0.6
Cc1ccc(OCC(=O)NNC(=O)c2ccc(NC(=O)C3CC3)cc2)c(C)c1 | 0.4 | -6.3 | -4.3 | -6.4 | -0.8 | -0.1 | -4.5 | 3.8 | -3.8 | -0.1
CCN1CCN(C(=O)C2CCN(C(=O)Nc3ccccc3)CC2)CC1 | 2.3 | -3.7 | -7.8 | 3.9 | 2.4 | -0.2 | -3.3 | 11.5 | 1.8 | -0.6
Cn1c(-c2ccccc2)cnc1NCc1cc(Cl)ccc1O | -9.3 | 8.3 | 4.4 | -13.2 | 3.6 | 1.6 | -3.6 | 6.2 | -2.9 | -0.4
CCN(C(=O)COC(=O)c1[nH]c(C)c(C(C)=O)c1C)c1c(N)n(Cc2ccccc2)c(=O)[nH]c1=O | 3.6 | -9.9 | -8.9 | 11.1 | -8.0 | 2.3 | -2.0 | 6.5 | -2.6 | 0.6
COc1ccc(Br)cc1/C=N/n1c(C)nc2ccccc2c1=O | -4.6 | -0.4 | -4.0 | 12.2 | -3.6 | 2.0 | 1.2 | 12.1 | 3.6 | -0.3
CC(/C=N/NC(=O)CN1CCN(Cc2ccc(Cl)cc2)CC1)=C\c1ccco1 | 1.1 | 7.9 | 3.3 | -13.1 | 0.6 | 1.6 | -5.0 | 6.1 | 1.1 | 0.2
O=C(CSc1nc2cc(S(=O)(=O)N3CCOCC3)ccc2o1)Nc1c(F)cccc1F | 3.7 | -0.6 | -10.3 | 0.8 | -2.6 | 2.0 | -0.6 | -0.9 | 6.1 | -0.1
Cc1cc(/C=C(\C#N)C(=O)NCc2ccco2)c(C)n1-c1cccnc1 | -2.1 | 5.0 | -0.3 | -7.0 | 0.4 | 4.9 | -3.7 | 16.2 | -3.9 | 0.7
N#Cc1cc2c([nH]c1=O)CCCC2 | 4.0 | 0.1 | i | 2.3 | 1.8 | 3.3 | 8.6 | 3.5 | 2.1 | 2.4
Cc1cc(C(C)(C)C)cc(C)c1COC(=O)C1CCC(=O)N1 (stereo not given) | -1.8 | -2.6 | 19.6 | 8.7 | 3.1 | 0.6 | -0.7 | -6.5 | -8.5 | 0.9
CCOC(=O)CSC1=NC(=O)/C(=C/c2ccc(Br)cc2)S1 | 34.5 | -10.9 | 1.1 | -39.8 | -3.9 | 1.2 | 5.7 | 3.9 | 16.6 | 0.1
CC(=O)c1ccc(NCC(=O)N2CCN(c3ccccc3)CC2)cc1 | -3.0 | 0.9 | -6.1 | 5.1 | 11.6 | -1.4 | -1.4 | -0.5 | -2.2 | -0.6
CCN1C2=C(C(=O)CCC2)C(c2ccc(O)cc2)C2=C1CCCC2=O | -1.1 | 2.5 | -44.9 | 2.6 | 1.6 | 2.0 | -0.4 | 7.7 | 1.4 | -0.5
C[N+]1(C)CC[C@H](OC(=O)[C@@](O)(c2ccccc2)C2CCCC2)C1 | 3.0 | 2.9 | 3.1 | -4.5 | 10.1 | 3.2 | 5.6 | -3.2 | 1.4 | 0.1
O=C(NCCOC(=O)c1ccc(F)cc1)c1ccc(F)cc1 | -0.5 | -7.7 | 7.1 | 2.6 | 9.0 | -1.0 | 4.2 | 7.3 | -3.1 | -0.2
Cc1ccc(N2C(=O)N(CC(=O)Nc3ccc(C)cc3Cl)C(=O)C2C)cc1 (stereo not given) | 3.4 | -1.1 | 7.3 | -9.1 | 14.9 | 2.7 | 2.3 | -5.2 | 2.7 | 0.8
COc1c(F)c(F)c(C(=O)Nc2ccc(NC(=O)Cc3ccccc3)cc2)c(F)c1F | -6.6 | -11.4 | -4.5 | 1.7 | 3.4 | 3.8 | 0.8 | -4.6 | -0.6 | 0.1
Cc1cccc(NC(=O)c2ccco2)c1C(=O)O | -5.6 | -5.0 | -2.6 | 12.5 | 6.0 | 2.1 | 0.3 | -2.3 | -3.7 | 0.0
CCCCc1nc2c(C)c(N)cnc2n1Cc1cccc([N+](=O)[O-])c1 | -3.7 | 2.3 | 6.3 | 6.7 | 2.4 | 0.8 | 0.6 | 9.8 | -3.6 | -0.4
O=C(CNC(=O)c1ccc(Cl)cc1Cl)OCc1ccccc1 | -1.4 | -0.6 | -10.2 | 10.0 | 2.4 | 0.0 | 0.6 | 9.1 | -2.0 | 0.0
O=C(Nc1nccs1)C1CC2CCC1C2 (stereo not given) | -1.3 | 6.9 | 2.9 | 3.3 | 0.3 | -0.2 | 4.8 | -4.8 | -2.9 | -0.2
COc1cc(C=Nc2ccccc2C(=O)Nc2ccccc2)cc(OC)c1OC | 10.5 | -5.6 | i | -0.2 | 7.1 | 2.8 | 13.2 | 6.2 | -0.1 | 18.7*
CCN1CCN(Cc2ccc(NC(=O)c3cc(NC(=O)c4cnn(-c5ccccc5)c4N)cc(OC)c3)cc2C(F)(F)F)CC1 | -3.8 | -7.5 | 9.2 | -6.9 | 6.5 | -0.4 | 5.0 | 18.6 | 4.9 | 0.0
O=C(CN(c1ccccc1)S(=O)(=O)c1ccccc1[N+](=O)[O-])Nc1cccnc1 | -0.7 | 3.9 | -2.8 | -7.0 | -2.7 | 0.2 | -1.4 | -13.6 | -1.1 | 0.0
O=S(=O)(c1ccc(F)cc1)N1CCN(S(=O)(=O)c2cccs2)CC1 | 0.6 | 2.5 | 3.8 | -1.4 | 0.2 | 1.3 | 2.0 | 8.5 | 0.7 | -0.4
CSc1ccccc1C(=O)NC1CCCN(c2ccc(C(F)(F)F)cn2)C1 (stereo not given) | 2.9 | 1.8 | 2.5 | 2.2 | 1.2 | -0.8 | 6.3 | 4.8 | -3.0 | -0.9

Compound activity as filed in PubChem BioAssay.
